L3MBTL1 inh: blocks human L3MBTL1. Q9Y468. AlphaScreen L3MBTL1–H3K9me1 peptide binding. Potency, µM (top dose mostly 57.1 µM), without a hit: top-dose activity, negative = inhibition, actives largely listed as inhibitors. 230,000 tested, 0.66% active; active = well fitted inhibition curve with a large enough effect; inconclusive = small, poorly fitted or top-dose-only effect; inactive = no such curve, though single readings can be large or run the other way; also: nearly all actives have a fitted effect of over 60% in size
Target sequence (Q9Y468 whole entry, looked up): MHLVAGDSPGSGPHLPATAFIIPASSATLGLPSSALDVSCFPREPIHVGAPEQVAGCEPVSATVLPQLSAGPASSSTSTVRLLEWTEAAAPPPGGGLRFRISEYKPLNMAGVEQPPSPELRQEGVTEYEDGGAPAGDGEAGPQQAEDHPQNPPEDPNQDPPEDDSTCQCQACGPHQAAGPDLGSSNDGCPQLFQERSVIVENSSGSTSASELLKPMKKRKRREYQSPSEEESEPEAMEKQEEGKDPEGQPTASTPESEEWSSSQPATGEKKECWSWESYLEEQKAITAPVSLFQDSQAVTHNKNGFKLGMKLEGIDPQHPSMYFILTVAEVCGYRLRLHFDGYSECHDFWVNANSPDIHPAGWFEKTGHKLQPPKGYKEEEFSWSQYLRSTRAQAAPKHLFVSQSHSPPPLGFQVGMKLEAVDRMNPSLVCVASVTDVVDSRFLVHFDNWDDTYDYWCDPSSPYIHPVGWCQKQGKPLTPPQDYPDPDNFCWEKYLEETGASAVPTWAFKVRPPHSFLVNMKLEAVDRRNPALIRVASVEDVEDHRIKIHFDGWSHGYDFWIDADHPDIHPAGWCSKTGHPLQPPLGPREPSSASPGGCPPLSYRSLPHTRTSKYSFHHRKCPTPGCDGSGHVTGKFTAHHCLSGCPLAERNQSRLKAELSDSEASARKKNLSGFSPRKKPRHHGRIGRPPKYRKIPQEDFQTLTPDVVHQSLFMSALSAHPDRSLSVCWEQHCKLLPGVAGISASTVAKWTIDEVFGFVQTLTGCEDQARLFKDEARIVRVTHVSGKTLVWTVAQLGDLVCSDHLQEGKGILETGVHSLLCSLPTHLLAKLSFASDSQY
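AlphaScreen assay: L3MBTL1 (50 nM final) was preincubated 30 min at room temperature with biotinylated H3(1-15)K9me1 peptide (75 nM final), then 30 min with library compounds; streptavidin donor and nickel chelate acceptor beads (10 ug/mL final) added, 30 min dark.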
An asterisk follows results filed as active; [ ] = dose if it differs, or a comment. % is scaled to controls: 0 for no effect and ±100 for the full control effect; potency is read from the fitted curve at half-maximal effect. An excerpt; rates above refer to the full screens.

`Cn1nc(C(=O)NCCc2ccc3c(c2)OCCO3)c2ccccc2c1=O` gave L3MBTL1 inh -8.2%.
Screening CC[C@@H]1C/C=C\Cc2ccccc2[C@H](C(=O)C[C@@H](O)CC(C)=O)OC1=O returned L3MBTL1 inh 44.2%[activator].
For CC(=O)c1cccc(NC(=O)c2ccc(S(=O)(=O)N3CC(C)OC(C)C3)cc2)c1 (stereo not drawn) the results were L3MBTL1 inh 3.0%.
`CCC1Nc2ncnc(N3CCN(c4ccccc4)CC3)c2N(Cc2ccc(Br)cc2)C1=O` (stereo not drawn) gave L3MBTL1 inh -9.6%.
Screening CCN(C[C@H]1N[C@@](Cc2ccccc2)(C(=O)OC)[C@H]2C(=O)N(Cc3ccccc3)C(=O)[C@@H]12)C(=O)COC returned L3MBTL1 inh 4.0%.
CC[C@H]1c2[nH]c3ccccc3c2C[C@@H]2C(=O)N(c3ccc(F)cc3)C(=O)N21 was read as L3MBTL1 inh -9.7%.
Screening CC12CCC(=O)N1C(C(=O)Nc1nccs1)CS2 (stereo not drawn) returned L3MBTL1 inh -2.3%.
Screening CCOC(=O)[C@H]1[C@H]2COc3ccc(Br)cc3[C@@H]2N2C(=O)c3cc(OC)c(OC)cc3NC(=O)[C@@]12C returned L3MBTL1 inh -1.5%.
`CCOC(=O)c1ccc(NC(=O)C2C3CCCCC32)cc1` (stereo not drawn) gave L3MBTL1 inh -1.0%.
Screening N#CCCN1CCN(S(=O)(=O)c2ccc(C3CCCCC3)cc2)CC1 returned L3MBTL1 inh -5.1%.
`COc1cc2sc3cc(NCC[C@@H]4CCCN4C)ccc3c(=O)c2cc1OC` gave L3MBTL1 inh 10.8%.
Screening COc1cc(C(=O)O)ccc1OCc1ccncc1 returned L3MBTL1 inh -10.7%.
`Cc1ccc([C@@H]2[C@@H]3C(=O)N(c4ccccc4)C(=O)[C@@H]3[C@]3(C)C(=O)N(CC4CC4)CC(=O)N23)o1` gave L3MBTL1 inh 24.7%.
`O=S(=O)(c1ccc2ccccc2c1)N1CCN(c2ccc(O)cc2)CC1` gave L3MBTL1 inh -28.2%.
`O=C(NCCN1CCCCC1)Nc1cccc(C(F)(F)F)c1` gave L3MBTL1 inh -0.9%.
Screening CC1CCN(C(=O)c2ccc(NC(=O)CC3SC(N4CCCC4)=NC3=O)cc2)CC1 (stereo not drawn) returned L3MBTL1 inh 14.2%.
Screening COc1ccccc1N1CCN(Cc2cc(OC)c3c(c2)OCO3)CC1 returned L3MBTL1 inh -4.7%.
`C[C@@H]1CN([C@@H](C)CO)C(=O)c2cccc(NS(C)(=O)=O)c2O[C@H]1CN(C)CC1CCCCC1` gave L3MBTL1 inh 6.0%.
COC(=O)[C@]1(C)N[C@H](CN(C)C(=O)NC(C)C)[C@@H]2C(=O)N(C)C(=O)[C@@H]21 was read as L3MBTL1 inh 10.1%.
Cc1ccc(C(=O)Nc2ccc(F)c(S(=O)(=O)N3CCOCC3)c2)s1 was read as L3MBTL1 inh 0.6%.
Screening C[C@H]1CN([C@@H](C)CO)C(=O)Cc2cc(NC(=O)CCC(F)(F)F)ccc2O[C@H]1CN(C)S(=O)(=O)c1ccc(Cl)cc1 returned L3MBTL1 inh -4.2%.
Screening COC(=O)c1ccc(NC(=O)CS(=O)(=O)c2ccccc2)cc1 returned L3MBTL1 inh -14.5%.
Screening CC1CC(C)CN(C(=O)C(C)N2CCN(S(=O)(=O)c3cccs3)CC2)C1 (stereo not drawn) returned L3MBTL1 inh 2.9%.
CCCN(C(=O)CSc1ncccn1)C1CCS(=O)(=O)C1 (stereo not drawn) was read as L3MBTL1 inh 6.7%.
CCCn1nnnc1NCc1cccc(OC)c1 was read as L3MBTL1 inh 1.0%.
`CS(=O)(=O)Nc1ccc2c(c1)OCC(=O)N2Cc1ccccc1` gave L3MBTL1 inh -1.8%.
C=Cc1ccc(Cn2c(=O)n(CCCOC)c(=O)c3sccc32)cc1 was read as L3MBTL1 inh -5.0%.
Screening CCSc1ccc([C@@H]2[C@H]3C(=O)N(CC)C(=O)[C@H]3[C@]3(C(=O)OC)CCCCN23)cc1OC returned L3MBTL1 inh -9.0%.
O=C(NCc1ccco1)c1cc(-c2ccccc2)nn1CC1CC(c2cccc([N+](=O)[O-])c2)=NO1 (stereo not drawn) was read as L3MBTL1 inh 14.7%.
`Cc1ccccc1OCC(=O)Nc1ccc(C)c(S(=O)(=O)N2CCCCCC2)c1` gave L3MBTL1 inh 17.8%.
CCC(C)N(C(=O)Cn1c(=O)cnc2ccccc21)C1CCS(=O)(=O)C1 (stereo not drawn) was read as L3MBTL1 inh -2.8%.
`CCN(CC(=O)NCc1cccs1)C(=O)Cc1ccc(Cl)c(Cl)c1` gave L3MBTL1 inh 35.3%[activator].
COc1cccc(-c2cc(CC3(O)CCN(CCCc4ccccc4)CC3)on2)c1 was read as L3MBTL1 inh -7.2%.
Screening CN(CC(=O)Nc1ccccc1C(F)(F)F)C(=O)CSCc1ccc(Cl)c(Cl)c1 returned L3MBTL1 inh 5.0%.
`Cc1ccc(NC(=O)CCN2CCC(C)CC2)cc1` gave L3MBTL1 inh 6.4%.
C[C@H]1O[C@@H](O[C@H]2CC[C@@]3(C)C(CC[C@]4(C)C3C=CC3=C5CC(C)(C)CC[C@]5(CO)[C@H](O)C[C@]34C)[C@]2(C)CO)[C@H](O)[C@@H](O[C@@H]2O[C@H](CO)[C@@H](O)[C@H](O)[C@H]2O)[C@H]1O (stereo partly drawn) was read as L3MBTL1 inh 3.5%.
For CC1(NC(=O)CCc2nc3sc4c(c3c(=O)[nH]2)CCCC4)CCS(=O)(=O)C1 (stereo not drawn) the results were L3MBTL1 inh inconclusive.
Screening O=C(O)c1ccc(NC(=O)c2ccccc2Br)c(NC(=O)c2ccccc2Br)c1 returned L3MBTL1 inh -0.3%.
For NS(=O)(=O)c1ccc(CNC(=O)c2ccc3c(c2)OCO3)cc1 the results were L3MBTL1 inh -5.1%.
For CC(C)NS(=O)(=O)c1ccc(NC(=O)C(C)OC(=O)C2CCC2)cc1 (stereo not drawn) the results were L3MBTL1 inh 8.7%.
CCOc1ccc(CN(C)C(=O)c2cc(S(=O)(=O)N3CCCC3)ccc2C)cc1 was read as L3MBTL1 inh 4.1%.
Cc1ccc2nc(CCc3ccc(N)cc3)[nH]c2c1 was read as L3MBTL1 inh -16.4%.
`CCCCC1CCC(C(=O)N(CC(C)C)c2c(N)n(Cc3ccccc3)c(=O)[nH]c2=O)CC1` (stereo not drawn) gave L3MBTL1 inh 21.2%.
For CN(Cc1ccccc1)c1ccc(C(CC(N)=O)NC(=O)Cc2cccc3ccccc23)cc1[N+](=O)[O-] (stereo not drawn) the results were L3MBTL1 inh -4.7%.
`Clc1ccc2nc(COc3ccccc3)[nH]c2c1` gave L3MBTL1 inh 4.6%[2.29 µM].
Screening O=C1CCCN1c1ccc(C(=O)N(Cc2nnc(-c3ccc(Cl)cc3)o2)C2CC2)cc1 returned L3MBTL1 inh 2.9%.
`O=C(Nc1ccc(Cl)cc1)Nn1cnnc1` gave L3MBTL1 inh 7.2%.
CN(CC(=O)Nc1ccc(Cl)cc1)C(=O)COc1ncnc2ccccc12 was read as L3MBTL1 inh 4.2%.
For COc1ccc(C2=NS(=O)(=O)N(C)C(C(=O)N3CCOCC3)=C2)cc1OC the results were L3MBTL1 inh 4.3%.
`CCCCc1ccc(NC(=O)CN2C(=O)NC(Cc3ccccc3)C2=O)cc1` (stereo not drawn) gave L3MBTL1 inh -4.2%.
Screening C[C@@]12C(=O)N(Cc3ccccc3)CC(=O)N1[C@H]1c3ccccc3OC[C@@H]1[C@@H]2c1ccccc1 returned L3MBTL1 inh -8.5%.
Screening O=C(NC(=S)N1CCN(c2ccc(O)cc2)CC1)c1ccco1 returned L3MBTL1 inh -3.3%.
`CCN(Cc1ccccc1)S(=O)(=O)CCNC(=O)c1ccc(OC)cc1` gave L3MBTL1 inh 5.9%.
Screening Cc1csc2nc(O)c(C(=O)NC3CCCCCC3)c(=O)n12 returned L3MBTL1 inh -2.5%.
Screening Cc1ccc(NC(=O)CN(C)C(=O)CSc2nnc(N)s2)cc1 returned L3MBTL1 inh 7.2%.
`CCOc1ccc(NC(=O)CN(C)Cc2ccc3c(c2)OCO3)cc1S(=O)(=O)N1CCCC1` gave L3MBTL1 inh 26.4%.
Screening OCc1cn(-c2ccccc2)nc1-c1ccc(Br)cc1 returned L3MBTL1 inh 6.8%.
Screening CC(C)[C@H](NC(=O)[C@@H]1Cc2c([nH]c3ccccc23)C2c3ccccc3C(=O)N21)C(=O)N1CCC[C@@H]1C(=O)O (stereo partly drawn) returned L3MBTL1 inh -4.1%.
`O=C(COC(=O)C1CC1)NCCc1ccc(Cl)cc1` gave L3MBTL1 inh 5.2%.
Screening O=C(c1ccc(-c2ccccc2Cl)o1)N1CCN(S(=O)(=O)c2cccs2)CC1 returned L3MBTL1 inh -14.0%.
Screening Cc1ccc(S(=O)(=O)N2CCN(Cc3cc(=O)n4ccccc4n3)CC2)cc1C returned L3MBTL1 inh -1.5%.
`CCn1c(CSCc2ccc(C)cc2)n[nH]c1=S` gave L3MBTL1 inh -1.3%.
For CCOc1cc(S(=O)(=O)NCCCn2ccnc2)ccc1Cl the results were L3MBTL1 inh -0.8%.
Screening Cc1ccc2c(c1)-n1c(nc3ccc(Cl)cc3c1=O)C(CC(C)C)NC2=O (stereo not drawn) returned L3MBTL1 inh 1.0%.
Screening Cc1ccc(N2C(=O)N(CC(=O)Nc3cccc(C)c3C)C(=O)C2C)cc1 (stereo not drawn) returned L3MBTL1 inh -10.4%.
For COc1cc(C2C3=C(CC(C)(C)CC3=O)N(C)C3=C2C(=O)CC(C)(C)C3)ccc1O the results were L3MBTL1 inh 0.3%.
For CCN(CC)C(=O)[C@H]1C[C@H](CC(=O)NCCCN(C)C)C(=O)N2CCc3c([nH]c4ccc(Cl)cc34)[C@]12C the results were L3MBTL1 inh -6.6%.
Screening Cc1ccc(S(=O)(=O)N2CCN(C(=O)CN3C(=O)CNC3=O)CC2)cc1 returned L3MBTL1 inh 4.5%.
CCOC(=O)C1CCCN(CC(=O)Nc2nc(-c3ccccc3)cs2)C1 (stereo not drawn) was read as L3MBTL1 inh -0.5%.
COc1ccc(NS(=O)(=O)c2cc(NC(=O)c3cncc(Br)c3)ccc2OC)cc1 was read as L3MBTL1 inh -4.8%.
For CN1CCN(c2nc3c(c(=O)n(C)c(=O)n3C)n2Cc2ccccc2F)CC1 the results were L3MBTL1 inh -5.5%.
Screening CCCCN(C(=O)c1ccc(-n2nc(C)cc2C)cc1)c1c(N)n(CCC)c(=O)[nH]c1=O returned L3MBTL1 inh 6.7%.
CCOC(=O)c1sc(NC(=O)CN2CCN(c3ccccc3)CC2)nc1C was read as L3MBTL1 inh -3.9%.
For CC1CCN(C(=O)CN2C(=O)NC3(CCCc4ccccc43)C2=O)CC1 (stereo not drawn) the results were L3MBTL1 inh 1.6%.
Screening CN1CCc2c(sc(NC(=O)c3cc(Cl)sc3Cl)c2C(N)=O)C1 returned L3MBTL1 inh 15.5%.
For COc1ccc(S(=O)(=O)N2CCC3(CC2)CC(=O)c2ccccc2O3)cc1OC the results were L3MBTL1 inh inconclusive.
Cc1cc(C(=O)NN=Cc2c(C)[nH]c3ccccc23)c(C)o1 was read as L3MBTL1 inh -2.5%.
Screening CCCN(C(=O)c1ccc(-n2cncn2)c([N+](=O)[O-])c1)C1CCS(=O)(=O)C1 (stereo not drawn) returned L3MBTL1 inh -1.8%.
`CC(C)CC(=O)N1CCC(N(CCc2ccccc2)Cc2ccccc2)CC1` gave L3MBTL1 inh 2.0%.
C=CCNC(=O)C1CC2Cn3c(nc4cc(Cl)c(Cl)cc43)C2N1C (stereo not drawn) was read as L3MBTL1 inh 2.1%.
For C=CCn1c(SC(C)C(=O)NC2CC2)nnc1-c1ccoc1C (stereo not drawn) the results were L3MBTL1 inh 5.7%.
Screening COc1cc(OC)cc(C(=O)NNC(=O)CNC(=O)c2cccs2)c1 returned L3MBTL1 inh 2.9%.
`COc1ccc(NC(=O)/C(C#N)=C/c2ccc(-c3ccc(Cl)c(C(=O)O)c3)o2)cc1` gave L3MBTL1 inh 16.1%.
For O=C(NCCCn1ccnc1)c1ccc(NS(=O)(=O)c2cccc([N+](=O)[O-])c2)cc1 the results were L3MBTL1 inh 7.1%.
CC(Oc1cccc(Br)c1)C(=O)NNC(=O)c1ccccn1 (stereo not drawn) was read as L3MBTL1 inh 1.1%.
Screening CC(CCc1ccccc1)NCc1cccc2ccccc12 (stereo not drawn) returned L3MBTL1 inh -0.7%.
`CC1(c2ccccc2)NC(=O)N(CC(=O)Nc2ccccc2C(=O)N2CCCCC2)C1=O` (stereo not drawn) gave L3MBTL1 inh 5.1%.
For NC(=O)CC(NC(=O)c1cccc(Br)c1)c1ccc(NC2CCCCCCC2)c([N+](=O)[O-])c1 (stereo not drawn) the results were L3MBTL1 inh inconclusive.
